Screens (PubChem BioAssay)
Tb MetRS inh: blocks T. brucei methionyl-tRNA synthetase activity. 360,000 tested, 0.4% active. purified T. brucei MetRS, ATP depletion, Kinase-Glo luminescence. inhibition, % at 11.9 µM. AID 624268;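 active = inhibition above a per-plate cutoff of the control wells' mean inhibition plus 3 SD, cut at about 5.5% in these data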;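 note: 0% = DMSO wells median and 100% = median of wells with control inhibitor compound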
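Material – parasite MetRS enzyme · Medium – HEPES-MgCl2-KCl buffer plus DTT, spermine, BSA, pyrophosphatase · Reagent – ATP, methionine and E. coli bulk tRNA substrates · Times – 15 min enzyme-compound preincubation, 2 h reaction, 10 min detection, 25 °C · Measured by – luminescence of leftover ATP · Evaluation – percent inhibition relative to median high and low control wells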
MT1-MMP act inh: MT1-MMP (human) activation inhibition. P50281. HT1080 RFP-PRO-GFP cells, GFP/RFP ratio fluorescence, overnight; percent of plate control window, DMSO zero. GFP/RFP ratio change, % at 20 µM. 360,000 tested, 0.061% active. AID 651647;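 active = GFP/RFP ratio change of at least 30% with cell ATP level not reduced by more than half and red fluorescence within 50% of control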; note: strong numbers were not always called active
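Read-out: GFP/RFP fluorescence ratio; Test system: RFP-PRO-GFP reporter HT1080 cells; Compound dosing: single-point 20 µM compound, 1% DMSO; Times: overnight compound exposure at 37 °C.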
E coli Lon inh: inhibits E. coli Lon protease. P0A9M0. purified E. coli Lon protease, fluorescence polarization. inhibition, % at 7.94 µM. 360,000 tested, 0.42% active. AID 602123; in the data active = inhibition above about 13%, passing the limit was not always enough;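 note: 0% = enzyme with probe and DMSO and 100% = no enzyme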
SKN-1 inh: inhibitors of C. elegans SKN-1; 360,000 tested, 0.49% active; C. elegans VP596 Pgst-4::GFP/RFP ratio, acrylamide-induced, 24 h; AID 624304; inhibition, % at 21.8 µM;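 active = interference check ratio from 0.5 to 1.5 plus GFP to RFP signal ratio inhibition reaching or exceeding a fixed threshold, cut at about 30% in these data, passing the limit was not always enough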; note: some compounds called inactive have numbers as strong as hits
MsrA inh: bovine MsrA inhibition; purified bovine MsrA, absorbance read-out; AID 651718; inhibition, % at 15.5 µM; 360,000 tested, 0.75% active; in the data active = inhibition above about 4.5%;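 note: 0% = vehicle wells with enzyme and 100% = reference inhibitor wells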
bovine MsrA act: bovine methionine sulfoxide reductase A activation | purified bovine MsrA, absorbance read-out | activation, % at 10.6 µM | 360,000 tested, 0.3% active | AID 602163; in the data active = activation above about 7.5%;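 note: 0% = vehicle and 100% = reference activator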
FAS-TE inh: inhibitors of human fatty acid synthase thioesterase domain | inhibition, % at 15 µM | AID 602261 | recombinant FAS-TE, OMFH fluorogenic substrate, fluorescence endpoint | 360,000 tested, 0.67% active | P49327;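 active = compounds whose normalised, plate-corrected inhibition of enzyme fluorescence in the single-dose primary screen is 50% or more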;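 note: 0% = DMSO with enzyme and 100% = substrate without enzyme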
CendR NRP1 mod: alters CendR peptide binding to human NRP-1 | FAM-RPARPAR peptide binding to NRP-1, fluorescence polarization | 360,000 tested, 0.85% active | inhibition, % at 25 µM | AID 602438 | O14786;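 active = inhibition or corrected inhibition above about 18%, plus a signal ratio from 0.5 to 1.5, limit read from the data, passing the limit was not always enough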; note: strong numbers were not always called active
Target sequence (O14786 whole entry, looked up): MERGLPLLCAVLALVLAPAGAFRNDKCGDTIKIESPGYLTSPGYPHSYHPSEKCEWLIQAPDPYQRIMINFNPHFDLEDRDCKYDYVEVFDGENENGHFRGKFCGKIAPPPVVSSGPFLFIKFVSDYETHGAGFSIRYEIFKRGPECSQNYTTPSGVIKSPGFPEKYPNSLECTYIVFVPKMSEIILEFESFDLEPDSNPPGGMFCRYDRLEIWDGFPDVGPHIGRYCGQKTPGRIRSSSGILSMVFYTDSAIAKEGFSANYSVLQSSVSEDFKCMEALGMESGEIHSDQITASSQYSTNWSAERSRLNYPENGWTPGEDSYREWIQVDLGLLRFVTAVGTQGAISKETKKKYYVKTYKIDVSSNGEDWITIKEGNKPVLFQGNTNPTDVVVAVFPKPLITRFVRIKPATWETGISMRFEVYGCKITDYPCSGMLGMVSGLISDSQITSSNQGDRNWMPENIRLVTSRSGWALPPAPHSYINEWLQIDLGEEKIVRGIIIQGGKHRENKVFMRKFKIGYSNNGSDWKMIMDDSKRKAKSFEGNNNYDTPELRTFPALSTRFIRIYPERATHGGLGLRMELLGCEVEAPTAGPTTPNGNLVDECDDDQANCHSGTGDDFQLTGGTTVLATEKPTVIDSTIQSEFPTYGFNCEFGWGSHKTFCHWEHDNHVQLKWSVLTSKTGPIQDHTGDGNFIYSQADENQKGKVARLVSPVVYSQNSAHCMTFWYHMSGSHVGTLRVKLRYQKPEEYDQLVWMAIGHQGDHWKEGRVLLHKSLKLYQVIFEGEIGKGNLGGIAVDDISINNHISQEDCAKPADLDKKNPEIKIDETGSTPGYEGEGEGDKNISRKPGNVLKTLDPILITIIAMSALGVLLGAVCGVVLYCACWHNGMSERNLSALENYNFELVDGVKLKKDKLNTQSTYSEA
MLLE-PAM2 inh: inhibitors of microRNA-mediated deadenylation, human PABP1 MLLE binding. 360,000 tested, 0.36% active. inhibition, % at 20 µM. AID 588489. GST-MLLE / FITC-PAM2 fluorescence polarization; in the data active = inhibition above about 35%, passing the limit was not always enough;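 note: plate controls were DMSO wells with GST-MLLE for no effect and wells lacking GST-MLLE protein for full effect; some results filed as inactive read as strong as hits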
Numbers without * were called inactive; . = no result given.

1. CCCc1nnc(NC(=O)CN2C(=O)C3C4C=CC(C4)C3C2=O)s1 (stereo unspecified)
2. Cc1ccc(NC(=O)CN2C(=O)NC(C)(c3ccc4c(c3)OCO4)C2=O)cc1 (stereo unspecified)
3. O=C1NC(c2ccc(Cl)cc2Cl)Oc2ccccc21 (stereo unspecified)
4. O=C(NCCN1CCOCC1)c1cc2sccc2n1Cc1ccc(F)cc1
5. O=C(NNC(=O)c1ccc(Cl)cc1Cl)c1cnccn1
6. COC(=O)c1ccc(-n2c(C)cc(C(=O)CCl)c2C)cc1
7. c1ccc(-c2cnc(SCCN3CCOCC3)n2CC2CCCO2)cc1 (stereo unspecified)
8. CCOc1ccc2c(c1)C(C)=CC(C)(C)N2C(=O)Nc1ccccc1

entry no. | 1 | 2 | 3 | 4 | 5 | 6 | 7 | 8
Tb MetRS inh | 0.1 | 0.0 | -0.4 | -0.9 | -0.1 | 0.1 | -0.4 | -0.2
MT1-MMP act inh | -1 | 2 | -2 | -5 | 3 | 1 | 0 | -11
E coli Lon inh | -1 | -4 | 2 | -13 | -2 | 2 | -7 | 8
SKN-1 inh | -6 | 5 | 7 | 6 | 2 | 21 | -25 | -3
MsrA inh | -0.5 | 0.3 | 0.9 | -0.8 | 0.8 | 0.6 | -0.5 | .
bovine MsrA act | -2 | -2 | 2 | -10 | -3 | -3 | -12 | -2
FAS-TE inh | -6 | -4 | 3 | -4 | -6 | 3 | -8 | 3
CendR NRP1 mod | 9 | -8 | -4 | -11 | -6 | -14 | 4 | 3
MLLE-PAM2 inh | 4 | 2 | 2 | -2 | -6 | -18 | -42 | 6

9. Cc1ccccc1N1CCN(S(=O)(=O)C[C@]23CCC(CC2NC(=O)[C@@H](N)CCS(C)(=O)=O)C3(C)C)CC1 (stereo partly specified)
10. COc1ccc(C2=[N+]([O-])C(C)(C)N(O)C2(C)C)cc1
11. CC(C)(C)C(=O)Nc1ccccc1N1CCN(C(=O)c2ccc(Cl)cc2)CC1
12. COc1ccc(NC(=O)N2C3CCCC2CC(NC(=O)C2CC2)C3)cc1 (stereo unspecified)
13. CC(C)c1ccc(OCC(=O)NNC(=O)c2cnccn2)cc1
14. Cc1ccnc(NC(=S)NC(=O)c2ccco2)c1
15. CCC(Sc1nnc(C)c(=O)[nH]1)C(=O)Nc1cccc2ccccc12 (stereo unspecified)
16. Cc1cc(C(=O)Nc2cc(S(C)(=O)=O)ccc2Cl)no1

entry no. | 9 | 10 | 11 | 12 | 13 | 14 | 15 | 16
Tb MetRS inh | -0.7 | -0.1 | -0.4 | -0.2 | -0.5 | -0.2 | -0.1 | 0.1
MT1-MMP act inh | 0 | 1 | 2 | 6 | 3 | -1 | 2 | 0
E coli Lon inh | -4 | 5 | -3 | 7 | 6 | -7 | 5 | -7
SKN-1 inh | -8 | 19 | 3 | 5 | -7 | -5 | 14 | 10
MsrA inh | -2.0 | -0.6 | 0.7 | -1.4 | 0.0 | -0.6 | -0.8 | -0.1
bovine MsrA act | -4 | -3 | -5 | -1 | -7 | -5 | -3 | -3
FAS-TE inh | -3 | -8 | -10 | -5 | -3 | -6 | -4 | -8
CendR NRP1 mod | -8 | 2 | 13 | 12 | -3 | 5 | 3 | 0
MLLE-PAM2 inh | 11 | 10 | -5 | 7 | -10 | 20 | 10 | 12

Another view of some results above:
Each structure is followed by: Tb MetRS inh, MT1-MMP act inh, E coli Lon inh, SKN-1 inh, MsrA inh, bovine MsrA act, FAS-TE inh, CendR NRP1 mod, MLLE-PAM2 inh
4. O=C(NCCN1CCOCC1)c1cc2sccc2n1Cc1ccc(F)cc1
  -0.9, -5, -13, 6, -0.8, -10, -4, -11, -2
5. O=C(NNC(=O)c1ccc(Cl)cc1Cl)c1cnccn1
  -0.1, 3, -2, 2, 0.8, -3, -6, -6, -6
6. COC(=O)c1ccc(-n2c(C)cc(C(=O)CCl)c2C)cc1
  0.1, 1, 2, 21, 0.6, -3, 3, -14, -18
7. c1ccc(-c2cnc(SCCN3CCOCC3)n2CC2CCCO2)cc1 (stereo unspecified)
  -0.4, 0, -7, -25, -0.5, -12, -8, 4, -42
8. CCOc1ccc2c(c1)C(C)=CC(C)(C)N2C(=O)Nc1ccccc1
  -0.2, -11, 8, -3, ., -2, 3, 3, 6
9. Cc1ccccc1N1CCN(S(=O)(=O)C[C@]23CCC(CC2NC(=O)[C@@H](N)CCS(C)(=O)=O)C3(C)C)CC1 (stereo partly specified)
  -0.7, 0, -4, -8, -2.0, -4, -3, -8, 11
10. COc1ccc(C2=[N+]([O-])C(C)(C)N(O)C2(C)C)cc1
  -0.1, 1, 5, 19, -0.6, -3, -8, 2, 10
11. CC(C)(C)C(=O)Nc1ccccc1N1CCN(C(=O)c2ccc(Cl)cc2)CC1
  -0.4, 2, -3, 3, 0.7, -5, -10, 13, -5
12. COc1ccc(NC(=O)N2C3CCCC2CC(NC(=O)C2CC2)C3)cc1 (stereo unspecified)
  -0.2, 6, 7, 5, -1.4, -1, -5, 12, 7
13. CC(C)c1ccc(OCC(=O)NNC(=O)c2cnccn2)cc1
  -0.5, 3, 6, -7, 0.0, -7, -3, -3, -10

More entries follow.
17. S=C1Cc2ccccc2N1
18. COC(=O)COc1ccc(C(=O)OC)cc1
19. COc1ccc(CC(=O)Nc2cccc(C(=O)NN3C(=O)c4ccccc4C3=O)c2C)cc1
20. Cc1cccc(C)c1N1CCN(c2ccc3nnc(C(F)(F)F)n3n2)CC1
21. CCCCN(C=O)c1c(CC)nc2c(OCCC3CCCCC3)cccn12
22. CCN1CCN(Cc2ccc(NC(=O)c3ccc(C)c(NC(=O)c4cncc(-c5cccs5)c4)c3)cc2C(F)(F)F)CC1
23. O=C(Nc1ccccc1)c1nn(-c2ccccc2)c(=O)cc1C(F)(F)F
24. O=C(COc1ccccc1C(=O)O)Nc1cccc2ccccc12
25. C=CCNc1nc2c(c(=O)n(C)c(=O)n2C)n1CC

entry no. | 17 | 18 | 19 | 20 | 21 | 22 | 23 | 24 | 25
Tb MetRS inh | -0.4 | -0.4 | -1.2 | -0.1 | 0.1 | -0.4 | 0.2 | -0.4 | -0.6
MT1-MMP act inh | -7 | -3 | -3 | 3 | 3 | -17 | -40 | 4 | 0
E coli Lon inh | 2 | -2 | 4 | -5 | -7 | -3 | -2 | 0 | -7
SKN-1 inh | -4 | -11 | -7 | 0 | 10 | -26 | 6 | 6 | -3
MsrA inh | -1.5 | 0.3 | 0.0 | -0.1 | -1.2 | . | -0.1 | 0.3 | -0.3
bovine MsrA act | 26* | -4 | -13 | -5 | 1 | -7 | -2 | -3 | -3
FAS-TE inh | 49 | -6 | -6 | 32 | 16 | 6 | -21 | -10 | -7
CendR NRP1 mod | -8 | 5 | 2 | -6 | -10 | 24 | 4 | -2 | -2
MLLE-PAM2 inh | -23 | 0 | -3 | 13 | -6 | 1 | 44 | 4 | -18
